Compound activity deposited in PubChem BioAssay by several laboratories.
IDE inh: cellular human IDE inhibition. HEK cells, FAbetaB cleavage, fluorescence polarization. P14735. inhibition, % at 5.59 µM. hit rate 0.41% among 320,000;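 active = percent inhibition above the average of all tested compounds plus 3 SD, set per screening campaign, cut at about 16% in these data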;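 note: IDE supplied by intact live HEK cells; FP after avidin binding of uncleaved biotin substrate so inhibition keeps polarization high; 0% = DMSO wells and 100% = 60 µM reference IDE inhibitor Ii1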
Target sequence (P14735 whole entry, looked up): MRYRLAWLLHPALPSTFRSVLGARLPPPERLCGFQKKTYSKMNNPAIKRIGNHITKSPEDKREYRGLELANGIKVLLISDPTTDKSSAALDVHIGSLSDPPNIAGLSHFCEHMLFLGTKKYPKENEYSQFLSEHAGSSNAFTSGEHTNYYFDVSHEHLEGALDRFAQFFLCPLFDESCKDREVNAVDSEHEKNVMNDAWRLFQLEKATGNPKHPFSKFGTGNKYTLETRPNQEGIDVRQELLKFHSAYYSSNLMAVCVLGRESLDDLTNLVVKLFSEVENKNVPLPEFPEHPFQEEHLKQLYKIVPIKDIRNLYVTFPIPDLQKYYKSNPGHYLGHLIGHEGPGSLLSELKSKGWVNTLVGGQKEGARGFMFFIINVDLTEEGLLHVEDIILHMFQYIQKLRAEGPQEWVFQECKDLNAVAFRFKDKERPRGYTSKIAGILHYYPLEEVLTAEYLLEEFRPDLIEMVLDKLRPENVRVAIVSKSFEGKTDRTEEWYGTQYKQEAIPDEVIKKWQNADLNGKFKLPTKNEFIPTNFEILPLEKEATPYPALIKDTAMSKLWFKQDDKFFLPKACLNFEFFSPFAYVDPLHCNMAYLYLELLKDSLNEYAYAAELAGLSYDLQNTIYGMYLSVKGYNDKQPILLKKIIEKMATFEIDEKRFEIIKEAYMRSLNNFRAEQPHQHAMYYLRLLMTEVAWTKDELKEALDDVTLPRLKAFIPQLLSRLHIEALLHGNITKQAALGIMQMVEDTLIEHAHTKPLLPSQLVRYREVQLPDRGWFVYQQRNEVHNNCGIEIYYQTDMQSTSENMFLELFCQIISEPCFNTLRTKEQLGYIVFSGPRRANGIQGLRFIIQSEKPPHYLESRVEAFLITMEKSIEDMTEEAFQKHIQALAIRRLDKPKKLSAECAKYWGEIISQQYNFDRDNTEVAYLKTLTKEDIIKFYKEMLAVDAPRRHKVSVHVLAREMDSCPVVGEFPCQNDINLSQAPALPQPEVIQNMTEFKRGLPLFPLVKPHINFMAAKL
VIM-2 inh: inhibitors of Pseudomonas aeruginosa VIM-2 metallo-beta-lactamase. purified VIM-2, nitrocefin hydrolysis, epi-absorbance fluorescence. inhibition, % at 5.6 µM. hit rate 0.89% among 290,000. AID 1527;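 active = inhibition above the mean of all tested compounds plus 3 SD, cutoff set per screening run, cut at about 7.5% in these data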;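 note: red hydrolysis product quenches plate fluorescence so inhibitors raise well fluorescence; 0% = enzyme with DMSO and 100% = DMSO without enzyme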
PHOSPHO1 block: PHOSPHO1 (human) inhibition | hit rate 1.1% among 290,000 | Q8TCT1 | inhibition, % at 13.3 µM | AID 1565 | recombinant PHOSPHO1, absorbance phosphatase assay; in the data active = inhibition above about 60%
M18AAP inhibitor: blocks P. falciparum M18 aspartyl aminopeptidase; inhibition, % at 7.35 µM; recombinant PfM18AAP, H-Glu-NHMec fluorogenic cleavage; hit rate 1.2% among 290,000; AID 1822;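 active = inhibition above the campaign mean inhibition over all tested compounds plus 3 SD, cut at about 28% in these data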;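 note: 0% = plate median of test compound wells and 100% = 2 mM ZnCl2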
IMP-1 inh: blocks Pseudomonas aeruginosa IMP-1 metallo-beta-lactamase | purified IMP-1, nitrocefin hydrolysis, epi-absorbance fluorescence | inhibition, % at 5.6 µM | hit rate 0.45% among 290,000 | AID 1556;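 active = inhibition above the mean plus 3 SD of all compounds in the same screening run, cut at about 4.5% in these data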;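 note: 0% = IMP-1 with DMSO and 100% = DMSO wells lacking enzyme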
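system = purified recombinant IMP-1 beta-lactamase | amount = 0.2 nM IMP-1, as dispensed | medium = HEPES buffer pH 7.1 with ZnSO4 and Brij 35 | times = 25 °C, 15 min preincubation, 25 min reaction | detection = plate fluorescence quenching by hydrolysis product, ex 480/em 530 nm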
p-CIP stab down: lowers stability of the mouse p/CIP coactivator protein; Q05BA5; F442A p/CIP-EGFP cells, EGFP fluorescence, 16 h; decrease of EGFP signal, % at 10 µM; hit rate 0.01% among 290,000; AID 1984;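 active = EGFP signal decrease of at least 30% at 10 µM or well 3 SD below plate mean, unless failing retest; inactive = the rest, including hits failing retest or dose response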; note: some compounds called inactive have numbers as strong as hits; many of its hits are not listed in these tables
GPR7 antag: blocks human GPR7 receptor signaling; P48145; inhibition, % at 4.4 µM; GPR7-expressing cells, fluorescence antagonist assay; AID 1861; hit rate 1.1% among 290,000; in the data active = inhibition above about 16%, passing the limit was not always enough;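 note: cells stimulated with the agonist NPW; 0% = agonist with vehicle and 100% = vehicle without agonist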
IDE cell activ: IDE (human) activation, cell-based | hit rate 0.073% among 340,000 | AID 493087 | activation, % at 5.96 µM | HEK cells, FAbeta-B cleavage, fluorescence polarization; 0% vehicle, 100% cell-free pure enzyme wells;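 active = activation above the mean of all tested compounds plus 3 SD, set per screening campaign, cut at about 17% in these data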
NALP1 yeast inh: blocks the NALP1 inflammasome reconstituted in yeast; S. cerevisiae NALP1/ASC/caspase-1 growth, X-gal OD620, 72 h; inhibition, % at 10 µM; hit rate 0.61% among 280,000; AID 2071; in the data active = inhibition mostly above about 24%, no sharp cut-off; inactive = mostly below about 32%; note: some compounds called inactive have numbers as strong as hits
* = called active by the depositor; x = not tested or not shown.

entry	IDE inh	VIM-2 inh	PHOSPHO1 block	M18AAP inhibitor	IMP-1 inh	p-CIP stab down	GPR7 antag	IDE cell activ	NALP1 yeast inh	canonical_smiles
1	-0.8	-1.1	16.5	-7.8	-2.2	-3.4	-13.6	-1.2	x	Cc1cc(NC(=O)c2cc(C)on2)no1
2	2.6	-3.5	58.0	2.8	-3.5	-18.5	11.7	-1.3	11.7	O=C1Nc2ccc(F)cc2C12Nc1ccccc1-c1nnc(SCc3ccccc3F)nc1O2 (stereo unspecified)
3	-2.2	-0.9	-36.1	-4.1	-2.5	-3.9	-4.8	0.9	13.0	O=C(O)c1ccc(CN(c2ccccn2)S(=O)(=O)c2ccccc2)cc1
4	4.8	-1.6	32.2	-1.3	-3.4	-24.7	13.3	4.6	25.2	COc1ccccc1CN1C[C@@H]2C[C@@H](c3ccc(Cl)cc3)N3CCC[C@@]23C1=O
5	-1.9	-4.5	23.4	-2.6	33.6*	-0.7	11.4	-2.2	8.3	CC1=CC(C)(C)N(C(=O)CNC2CCCC2)c2cc(C)ccc21
6	-2.5	-0.8	9.6	-2.5	1.0	-14.9	-9.9	0.9	9.5	COc1ccc(CCNC(=O)c2cccn2C)cc1
7	-0.3	-1.5	-13.2	16.0	0.1	4.7	-10.2	6.2	35.1	Cc1ccc(OCC(=O)NC(=S)Nc2cccc(C)n2)cc1
8	0.9	-1.7	14.3	4.3	-3.6	6.7	-9.2	4.8	21.2	COC(=O)C1C(=O)CC(C)(O)C(C(=O)OC)C1c1ccc2c(c1)OCO2 (stereo unspecified)
9	-1.2	-3.0	-3.4	3.6	-3.5	-3.4	-4.2	2.8	4.2	C=CCn1c(COc2cccc(C)c2)nnc1SCC(=O)c1c[nH]c2c(CC)cccc12
10	-5.4	-0.4	-11.3	-0.7	-3.2	5.1	-8.8	-0.8	43.2	Cc1cccc(/C(N)=N/OC(=O)c2ccc(F)cc2)c1
11	1.0	-1.6	0.2	1.3	1.3	-1.3	-11.0	-1.0	36.3	Cc1cc(C(F)(F)F)nc(SCC(=O)Nc2ccccc2)n1
12	-4.5	-1.2	50.4	6.2	-0.9	-14.9	-7.1	3.7	33.4	Cc1ccnc(NCc2ccc(Br)cc2)c1
13	4.1	-1.2	34.8	-6.1	-1.6	-13.3	-9.7	5.0	5.1	CCCOc1ccc(C2c3c(oc4cc(C)c(C)cc4c3=O)C(=O)N2CCCN2CCOCC2)cc1 (stereo unspecified)
14	6.9	-4.5	8.4	2.4	-2.3	-11.1	-4.4	-2.3	23.3	CCOC(=O)c1nn(-c2ccccc2)c2nc(-c3ccc(OC)cc3)c(C#N)c(=O)n12
15	5.4	-1.1	0.1	-1.7	-1.6	-10.5	-4.5	4.6	39.0	O=C(CN1CCN(S(=O)(=O)c2cc(Cl)ccc2Cl)CC1)Nc1ccc2c(c1)OCCO2
16	3.2	-3.2	23.5	0.5	-1.4	7.8	-1.3	2.2	8.7	Cc1cccc(-n2ccc(=O)c(C(=O)Nc3ccc(S(=O)(=O)Nc4nccs4)cc3)n2)c1
17	-3.4	1.1	27.0	-13.9	-0.6	-10.5	11.1	2.3	16.4	Cc1nn(CC(C)C)c(Cl)c1C(=O)N(C)CC(=O)Nc1c(Cl)cccc1Cl
18	0.3	-0.6	32.5	2.6	0.3	7.5	-5.9	3.2	-0.7	COc1ccc(C(C(=O)NCC2CCCO2)N(C(=O)Cn2nnc3ccccc32)c2ccc(NC(C)=O)cc2)cc1 (stereo unspecified)
19	6.1	-0.8	21.8	-3.2	-4.3	8.4	-5.8	1.7	2.3	NS(=O)(=O)c1ccc(CCNC(=O)CSc2nc3ccccc3c(=O)n2CCN2CCOCC2)cc1
20	4.5	-6.5	17.7	3.2	-1.8	-1.1	1.3	-8.7	4.4	CCOc1ccc(C(=O)Nc2cc(-c3nc4ccccc4[nH]3)ccc2C)cc1[N+](=O)[O-]

Next section; the last two above are carried over.
entry	IDE inh	VIM-2 inh	PHOSPHO1 block	M18AAP inhibitor	IMP-1 inh	p-CIP stab down	GPR7 antag	IDE cell activ	NALP1 yeast inh	canonical_smiles
19	6.1	-0.8	21.8	-3.2	-4.3	8.4	-5.8	1.7	2.3	NS(=O)(=O)c1ccc(CCNC(=O)CSc2nc3ccccc3c(=O)n2CCN2CCOCC2)cc1
20	4.5	-6.5	17.7	3.2	-1.8	-1.1	1.3	-8.7	4.4	CCOc1ccc(C(=O)Nc2cc(-c3nc4ccccc4[nH]3)ccc2C)cc1[N+](=O)[O-]
21	-1.6	-5.8	25.7	4.6	-0.3	-11.7	9.4	-2.5	-5.5	CC(C)C(=O)NC(=S)NCC(=O)c1ccccc1
22	0.1	-3.8	80.2*	2.5	2.3	5.6	-3.2	-1.4	-7.6	COc1ccc(C(=O)C[N+]2(C)CCOCC2)cc1
23	6.0	-3.1	38.7	5.5	-4.0	-8.2	0.6	-2.8	-4.0	CC(=O)NC(Cc1ccccc1F)C(=O)NC1CCN(c2ncccc2[N+](=O)[O-])CC1 (stereo unspecified)
24	0.8	-0.6	34.1	2.3	-1.1	0.7	-11.7	2.7	-9.2	CC(C)(C)n1nc2c(c1NC(=O)COc1ccccc1F)CS(=O)(=O)C2
25	8.1	-3.1	15.4	1.0	0.4	-5.2	-11.5	-12.8	10.1	Cc1ccc(N2C(N)=C(C#N)C(c3cccnc3)C3=C2CCCC3=O)cc1 (stereo unspecified)
26	6.2	-0.2	-20.9	5.7	-0.7	15.5	-13.5	-1.8	-2.1	O=C1NCN(CCO)CN1
27	0.5	-3.2	11.6	16.5	-3.6	-8.1	8.3	6.3	8.8	CCc1cc(-c2[nH]ncc2-c2nc3ccccc3n2C)c(O)cc1O
28	-3.1	-2.3	21.6	0.2	-3.1	-1.9	-0.9	2.6	16.6	Cc1cc(C)nc(NCC(O)CNc2ccccc2Cl)n1 (stereo unspecified)
29	8.3	-1.1	7.3	-3.8	4.0	-6.1	-16.7	6.3	19.0	COCc1nnc(NS(=O)(=O)c2ccc(Br)cc2)s1
30	9.8	-1.6	2.1	-12.0	-3.4	2.5	6.9	1.1	22.2	Cc1ccc(NCc2ccccc2F)cc1
31	-1.0	0.9	54.1	-3.4	0.7	2.3	28.7*	4.8	21.5	COc1ccc(C)c2sc(N(CCN(C)C)C(=O)/C=C/c3cccs3)nc12
32	-0.7	-4.8	9.1	-5.4	-4.3	-3.5	2.1	-7.5	15.2	CSc1ccc(S(=O)(=O)NCc2ccccc2)cc1
33	-6.1	-0.3	32.6	4.5	2.4	-7.9	42.4*	2.1	41.5*	OC(COc1ccc(F)cc1Cl)CN1CCC(Cc2ccccc2)CC1 (stereo unspecified)
34	-0.9	-3.6	52.3	-4.0	-1.9	-2.8	-4.1	-0.8	-2.9	FC(F)(F)c1cc(Oc2ccccc2Cl)nc(-c2ccccn2)n1
35	5.2	3.6	-16.9	-4.5	-0.4	-23.2	1.3	8.1	11.8	CCCn1c(O)c(CN2CCCCC2)c(C)c(C#N)c1=O
36	3.0	22.4*	6.9	-5.1	-1.9	4.4	-11.2	1.5	-1.7	CCC(CO)Nc1ccc(-c2n[nH]c(=O)c3ccccc23)cc1[N+](=O)[O-] (stereo unspecified)

6 of the entries above in order of the GPR7 antag value, highest first.
No. | SMILES | IDE inh | VIM-2 inh | PHOSPHO1 block | M18AAP inhibitor | IMP-1 inh | p-CIP stab down | GPR7 antag | IDE cell activ | NALP1 yeast inh
32 | CSc1ccc(S(=O)(=O)NCc2ccccc2)cc1 | -0.7 | -4.8 | 9.1 | -5.4 | -4.3 | -3.5 | 2.1 | -7.5 | 15.2
35 | CCCn1c(O)c(CN2CCCCC2)c(C)c(C#N)c1=O | 5.2 | 3.6 | -16.9 | -4.5 | -0.4 | -23.2 | 1.3 | 8.1 | 11.8
28 | Cc1cc(C)nc(NCC(O)CNc2ccccc2Cl)n1 (stereo unspecified) | -3.1 | -2.3 | 21.6 | 0.2 | -3.1 | -1.9 | -0.9 | 2.6 | 16.6
36 | CCC(CO)Nc1ccc(-c2n[nH]c(=O)c3ccccc23)cc1[N+](=O)[O-] (stereo unspecified) | 3.0 | 22.4* | 6.9 | -5.1 | -1.9 | 4.4 | -11.2 | 1.5 | -1.7
24 | CC(C)(C)n1nc2c(c1NC(=O)COc1ccccc1F)CS(=O)(=O)C2 | 0.8 | -0.6 | 34.1 | 2.3 | -1.1 | 0.7 | -11.7 | 2.7 | -9.2
26 | O=C1NCN(CCO)CN1 | 6.2 | -0.2 | -20.9 | 5.7 | -0.7 | 15.5 | -13.5 | -1.8 | -2.1
